# H69AR growth 86K: proliferation blockers of H69AR lung cancer cells, primary screen, cell-based, human, 86K library; H69AR lung tumor viability, ATP luminescence, 72 h; hits give low values; viability, % at 10 µM; hit rate 6% among 85,000;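 active means viability at or below 40%; inactive means viability above 40%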;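 further: multidrug resistant small cell line overexpressing MRP-1 efflux transporter; 100% = mean luminescence of untreated control wells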
# PostGolgi ctrl: growth inhibition of yeast control strain, primary screen, counter-screen for post-Golgi transport modulator project | efflux-deficient yeast background strain, growth absorbance A615, 16 h | inhibition, % at 10 µM | hit rate 5% among 98,000 | AID 738, 2007
# S1P2 ag: S1P2 receptor agonists, primary screen, cell-based; Sphingosine 1-phosphate receptor 2 (Homo sapiens), O95136; S1P2-expressing cell line, agonist reporter read-out; activation, % at 4.5 µM; hit rate 0.46% among 97,000; AID 729, 2007; in the data active means activation above about 16%;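 further: 0% = vehicle low control and 100% = maximal reference agonist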
# Target sequence (O95136 whole entry, looked up): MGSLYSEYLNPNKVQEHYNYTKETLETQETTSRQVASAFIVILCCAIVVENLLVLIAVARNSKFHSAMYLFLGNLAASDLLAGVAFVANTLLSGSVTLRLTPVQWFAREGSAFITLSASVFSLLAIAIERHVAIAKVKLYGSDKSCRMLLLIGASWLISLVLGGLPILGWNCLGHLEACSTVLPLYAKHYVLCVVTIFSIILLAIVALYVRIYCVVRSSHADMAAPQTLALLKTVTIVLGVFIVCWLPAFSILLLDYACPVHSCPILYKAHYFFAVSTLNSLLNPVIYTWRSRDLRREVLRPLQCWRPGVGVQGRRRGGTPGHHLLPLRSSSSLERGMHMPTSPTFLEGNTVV
# E coli WT exp: growth inhibitors of wild-type E. coli, primary screen, strain BW25113, expanded library, OD600 | OD600 absorbance | hit rate 0.15% among 98,000 | growth inhibition, % at 100 µM;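 active means growth inhibition above about 50% at one test dose, limit read from the data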;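 further: growth measured after 20 h incubation at 37 °C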
# S1P2 antag: human S1P2 receptor antagonists, primary screen, cell-based | Sphingosine 1-phosphate receptor 2 (Homo sapiens), O95136 | AID 736, 2007 | inhibition, % at 5 µM | cell-based S1P2 antagonist assay, inhibition at 5 uM | hit rate 0.21% among 97,000; in the data active means inhibition above about 45%;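 further: CRE beta-lactamase reporter cells expressing human S1P2 stimulated with S1P; 0% = agonist at EC80 alone and 100% = agonist plus reference antagonist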
# DAT uptake mod: changed hDAT dopamine uptake under cocaine IC80, either direction, primary screen, cocaine antagonist project, cell-based, LLC-PK1 hDAT, [14C]-dopamine uptake, MLSMR; Sodium-dependent dopamine transporter (Homo sapiens), Q01959; LLC-PK1 hDAT cells, [14C]-dopamine uptake with cocaine IC80; actives deviate in either direction; B-score at 10 µM; hit rate 1.3% among 110,000;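 active means Z score or B-score, a plate-position-corrected score, falls beyond the plate's 99.7% confidence bounds, in either direction; inactive means both scores lie inside the 99.7% bounds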;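 further: scored against the spread of the other compound wells on the same plate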
# Target sequence (Q01959 whole entry, looked up): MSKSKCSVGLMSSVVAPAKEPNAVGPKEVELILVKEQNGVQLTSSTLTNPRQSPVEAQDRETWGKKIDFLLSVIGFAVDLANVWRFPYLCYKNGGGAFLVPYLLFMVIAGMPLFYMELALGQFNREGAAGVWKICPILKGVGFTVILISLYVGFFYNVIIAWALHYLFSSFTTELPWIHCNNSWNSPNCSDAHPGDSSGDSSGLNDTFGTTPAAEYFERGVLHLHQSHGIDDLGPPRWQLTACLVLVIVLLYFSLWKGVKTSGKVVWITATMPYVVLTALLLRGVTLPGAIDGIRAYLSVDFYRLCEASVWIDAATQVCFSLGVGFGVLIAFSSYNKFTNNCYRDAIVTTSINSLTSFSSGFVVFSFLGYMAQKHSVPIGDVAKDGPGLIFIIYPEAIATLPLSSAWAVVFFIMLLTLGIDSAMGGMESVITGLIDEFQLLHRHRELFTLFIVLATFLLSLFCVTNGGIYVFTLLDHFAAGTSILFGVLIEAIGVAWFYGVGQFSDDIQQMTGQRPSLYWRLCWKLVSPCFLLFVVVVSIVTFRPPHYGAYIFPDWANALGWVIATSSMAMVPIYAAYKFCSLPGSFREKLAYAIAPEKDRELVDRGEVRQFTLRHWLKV
# HUVEC inhibit: inhibitors of HUVEC proliferation, primary screen, cell-based, 384-well; hit rate 1.1% among 86,000; CellTiter-Glo luminescence, 72 h; hits give low values; viability, % at 10 µM (by protocol);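 active means viability at or below 30%; inactive means viability above 30%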;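 further: 100% = median luminescence of DMSO-only cell control wells on each plate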
# Fibroblast inh: antiproliferative effect on LL 47 fibroblasts – human, LL 47 cells, CellTiter-Glo luminescence, primary screen; hit rate 1.1% among 85,000; AID 719, 2007; viability, % at 10 µM; LL 47 human lung fibroblast viability, ATP luminescence; hits give low values;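 active means viability at or below 50% in the single dose screen; inactive means viability above 50%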;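 further: compound exposure lasted 72 h before the ATP readout; 100% = median luminescence of untreated cell-only wells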
#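 Signal: luminescent ATP detection, CellTiter-Glo; assay system: LL 47 human lung fibroblasts; input: 1,150 cells/well; incubation: overnight cell rest, 72 h compound treatment at 37 °C; measure: % viability versus median cells-only luminescence; medium: IMEM growth medium with 15% fetal bovine serum; dosing: compound addition at 0.1% DMSO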
# PostGolgi yeast: phenotypic screen on post-Golgi transport, primary screen. post-Golgi transport phenotypic cell assay. inhibition, % at 10 µM. hit rate 0.9% among 98,000;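 further: yeast cells grown in 1536-well plates; yeast grown about 18 h at 30C before absorbance read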
# * hit, by the source's call; · = not tested or not shown. Unless noted, no stated cut-off is given here; in the data, active means inhibition above about 30%; inactive means the rest.
1	CCc1ccc2nc(SCC(=O)N(CC)CC)c(C#N)cc2c1
2	COc1cccc(-n2c(CNc3ccc(F)cc3)nnc2SCC(N)=O)c1
3	O=C(Nc1ccc(Cl)cc1)Nc1ccc2c(c1)N1CCN=C1S2
4	Cc1ccc(C(=O)n2c(=S)nc3ccccn32)cc1
5	Cc1ccc(C(=O)NCCCn2ccnc2)cc1[N+](=O)[O-]
6	CCC(C)c1ccc(S(=O)(=O)N2CCN(C(=O)COc3ccc4c(C)cc(=O)oc4c3)CC2)cc1 (configuration not stated)
Compound	1	2	3	4	5	6
H69AR growth 86K	65	94	35*	65	·	59
PostGolgi ctrl	8	7	18	2	24	8
S1P2 ag	-4	-3	-4	-5	-5	-3
E coli WT exp	0	2	30	-1	4	-8
S1P2 antag	-13	9	30	4	18	-17
DAT uptake mod	-0.9	2.4	-1.3	·	-1.3	1.3
HUVEC inhibit	94	106	62	88	·	104
Fibroblast inh	98	94	102	97	·	108
PostGolgi yeast	-6	4	2	-6	-2	-3

7	CNC(=O)Nc1cc(C(C)(C)C)no1
8	CSc1nc(-c2ccco2)nn1S(=O)(=O)c1ccccc1
9	CCC(C)NC(=O)Cn1cnc2sc(C)cc2c1=O (configuration not stated)
10	CC(C)OC(=O)Cn1nnc(-c2ccccc2)n1
11	c1csc(-c2csc(-c3cccs3)n2)c1
12	CCOC(=O)c1c(C=O)c(C)n(Cc2ccccc2Cl)c1C
Compound	7	8	9	10	11	12
H69AR growth 86K	101	91	·	109	98	81
PostGolgi ctrl	22	6	2	-1	4	25
S1P2 ag	-6	-4	-10	-1	-3	0
E coli WT exp	-3	-2	-8	8	5	2
S1P2 antag	20	20	-2	-54	-22	-49
DAT uptake mod	-0.07	0.46	-1.2	0.39	0.22	0.11
HUVEC inhibit	102	83	·	104	86	82
Fibroblast inh	101	94	·	99	99	101
PostGolgi yeast	3	-12	5	7	9	-4

13	O=C(COc1ccc(Br)cc1)NCc1ccccn1
14	CC(C)(C)OC(=O)NC(CCNC=C1C(=O)OC(C)(C)OC1=O)C(=O)O (configuration not stated)
15	CCc1nc(N[C@@H](CC(C)C)C(=O)O)c2oc3ccccc3c2n1
16	Cc1nn(Cc2ccc(Cl)c(Cl)c2)c(C)c1NC(=O)c1cc(-c2ccco2)on1
17	Cc1ccc(NC(=S)NCC2CCCO2)cc1 (configuration not stated)
18	CS(=O)(=O)N1CCN(C(=O)c2ccc(-c3ccccc3)cc2)CC1
Compound	13	14	15	16	17	18
H69AR growth 86K	99	92	98	48	102	101
PostGolgi ctrl	-6	-7	10	11	6	4
S1P2 ag	-2	-5	-5	·	-4	1
E coli WT exp	9	-3	7	-5	8	1
S1P2 antag	-9	0	18	·	-4	-16
DAT uptake mod	-0.93	-0.39	-0.48	-0.029	-0.34	-0.96
HUVEC inhibit	98	102	97	84	92	96
Fibroblast inh	100	104	98	97	92	103
PostGolgi yeast	-2	0	-1	5	-5	-5

19	CCC(c1nnnn1CCc1ccccc1)N1CCN(C(=O)c2ccco2)CC1 (configuration not stated)
20	C=CCNC(=S)NNc1ncnc2sc3c(c12)CC(C)(C)OC3
21	Cc1cc(C)c(C)c(OCC(=O)N2CCCCCC2)c1
22	CCOC(=O)C1=C(N)Oc2cc(C)n(C)c(=O)c2C1c1ccncc1 (configuration not stated)
23	CC(=O)CCS(=O)(=O)c1ccc(C)c(C)c1
24	Cc1cc(=O)[nH]c2c1c(C)nn2-c1ccccc1
Compound	19	20	21	22	23	24
H69AR growth 86K	84	·	83	89	1.2*	95
PostGolgi ctrl	22	0	11	17	11	·
S1P2 ag	-4	-3	0	·	·	·
E coli WT exp	1	4	8	-9	4	·
S1P2 antag	19	-7	0	·	·	·
DAT uptake mod	0.83	-0.63	0.86	-0.42	-0.17	-0.0093
HUVEC inhibit	85	·	101	95	93	97
Fibroblast inh	89	·	99	104	32*	108
PostGolgi yeast	9	2	1	0	2	·

25	COc1cc(/C=C(\C#N)c2nc3ccc(C)cc3[nH]2)c([N+](=O)[O-])cc1OC
26	Cn1c(=O)cc(-c2ccccc2)c2ccccc21
27	CCCCNC(=O)COC(=O)c1ccc(NS(=O)(=O)c2ccc3c(c2)OCCO3)cc1
28	CC(=O)c1c(OC(=O)c2ccc(C)cc2)c2ccccc2n1C
29	Fc1ccc(Nc2ncnc3sc4c(c23)CCC4)cc1
30	Cc1cc(C)nc(SCc2nc3ccccc3n2C)n1
Compound	25	26	27	28	29	30
H69AR growth 86K	·	100	·	·	·	64
PostGolgi ctrl	8	21	25	19	40*	6
S1P2 ag	18*	-3	-6	0	-5	4
E coli WT exp	-8	4	2	-5	5	-4
S1P2 antag	-3	-10	6	14	37	-7
DAT uptake mod	-0.2	0.012	-0.42	-1.1	2	0.95
HUVEC inhibit	·	95	·	·	·	115
Fibroblast inh	·	95	·	·	·	99
PostGolgi yeast	1	-4	19	-4	-5	1

31	Cc1ccc[n+](CC(=O)Nc2cc(C(F)(F)F)ccc2Cl)c1
32	CSC1=C(C#N)C(c2ccc(Cl)cc2)C2=C(CC(C)(C)CC2=O)N1 (configuration not stated)
33	C/C(=N\NS(C)(=O)=O)c1ccc(C)cc1
34	CSc1nc(C)cc(-n2cc(F)c(=O)[nH]c2=O)n1
35	COc1ccc(OC)c(CN2CCCC(CO)C2)c1 (configuration not stated)
36	CN(C(=O)c1cnccn1)c1nnc(-c2cnccn2)s1
Compound	31	32	33	34	35	36
H69AR growth 86K	·	46	95	93	95	70
PostGolgi ctrl	-2	·	-2	22	3	16
S1P2 ag	-5	·	-3	-2	-2	-5
E coli WT exp	-3	·	-10	-3	2	1
S1P2 antag	8	·	-1	22	3	-7
DAT uptake mod	-0.4	1.6	0.15	-0.079	-0.49	-0.62
HUVEC inhibit	·	83	91	85	94	93
Fibroblast inh	·	88	98	95	105	101
PostGolgi yeast	22	·	-4	10	-1	-1

37	CCc1cccc2c(SCC(=O)NCC3CCCO3)nc(-c3ccc(F)cc3)nc12 (configuration not stated)
38	COc1ccc(N2CCN(c3oc(COc4ccccc4)nc3C#N)CC2)cc1
39	Nc1nsc2ccccc12
40	COc1ccc2c(=O)c(-c3nc(C)cs3)coc2c1
41	O=C(N/N=C\c1ccc(F)cc1)c1csnn1
42	CCCCCN(C(=O)CN(C)Cc1ccc(OC)cc1OC)c1c(N)n(CCCC)c(=O)[nH]c1=O
Compound	37	38	39	40	41	42
H69AR growth 86K	·	94	·	51	·	·
PostGolgi ctrl	10	20	10	4	-4	3
S1P2 ag	-6	·	-3	-2	0	-6
E coli WT exp	-6	-10	19	-1	10	6
S1P2 antag	4	·	50*	-20	2	4
DAT uptake mod	-0.084	-0.098	0.037	0.027	1	-0.19
HUVEC inhibit	·	107	·	94	·	·
Fibroblast inh	·	102	·	82	·	·
PostGolgi yeast	-6	-6	12	-8	-8	2

43	Cc1cc(C)cc(NC(=O)c2ccccc2CC[N+](=O)[O-])c1
44	COc1ccc(C)cc1-n1c(SCC(=O)Nc2cc(C)on2)nc2sc(C)c(C)c2c1=O
45	O=C(CN1CCC(C(O)(c2ccccc2)c2ccccc2)CC1)Nc1cc(Cl)ccc1Cl
46	COC(=O)C1CCN(C(=O)c2cc(OC)c(OC)c(OC)c2)CC1
47	Cc1sc2nc(CN3CCCC3)nc(N3CCN(S(=O)(=O)c4cccs4)CC3)c2c1C
48	O=C(Nc1ccccn1)C12CC3CC(C1)CC(C(=O)Nc1ccccn1)(C3)C2
Compound	43	44	45	46	47	48
H69AR growth 86K	·	84	·	98	67	77
PostGolgi ctrl	1	1	37*	7	-1	12
S1P2 ag	-4	3	-3	-6	-5	-2
E coli WT exp	-4	-10	-13	2	2	0
S1P2 antag	11	-15	-21	-5	11	-10
DAT uptake mod	0.52	0.046	-0.41	0.35	1.6	-0.47
HUVEC inhibit	·	87	·	96	6.4*	101
Fibroblast inh	·	90	·	95	70	98
PostGolgi yeast	-4	-3	8	-2	-3	-2

49	N/C(=N\O)c1ccc(NC(=O)c2ccc(Br)o2)cc1
50	Cc1cccnc1NC(=O)CCCN1C(=O)c2ccccc2C1=O
51	Cc1ccc(C)c(-n2c(CNC(=O)c3ccco3)nnc2SCC(=O)N2CCc3ccccc32)c1
52	O=C(N/N=C/c1ccc([N+](=O)[O-])o1)c1cc(-c2cccc(Br)c2)nc2ccccc12
53	CCn1c(=O)c2c(nc3n2CC(C)CN3CCc2ccccc2)n(C)c1=O (configuration not stated)
54	O=C(O)c1ccc2c(c1)-c1nc3ccccc3n1C2=O
Compound	49	50	51	52	53	54
H69AR growth 86K	81	101	78	·	79	·
PostGolgi ctrl	0	12	-3	36*	1	-13
S1P2 ag	-4	-1	-6	-6	-1	-7
E coli WT exp	1	2	-3	-13	-2	2
S1P2 antag	-2	0	2	-27	-11	3
DAT uptake mod	0.68	0.25	·	0.17	0.52	-0.96
HUVEC inhibit	92	98	85	·	102	·
Fibroblast inh	97	100	101	·	101	·
PostGolgi yeast	1	5	-8	103*	-2	-10

55	COc1cccc(NC(=O)CSc2nncn2-c2ccccn2)c1
56	Cc1ccc(CCN2C(=O)CCC2(C)C(=O)NCc2cccnc2)cc1 (configuration not stated)
57	COc1cccc(-n2nc(-c3ccnn3-c3ccccc3)c(=O)n(C)c2=O)c1
58	Cc1ccc(-n2c(C3CC3c3ccc(Cl)cc3)n[nH]c2=S)cc1 (configuration not stated)
59	CCOc1nc(Nc2ccc(OC)c(Cl)c2)nc(N2CCN(c3ccc(OC)cc3)CC2)n1
60	COc1ccc(N(CC(=O)Nc2cc(OC)ccc2OC)S(C)(=O)=O)cc1
Compound	55	56	57	58	59	60
H69AR growth 86K	·	82	57	·	78	91
PostGolgi ctrl	11	1	5	11	6	-1
S1P2 ag	-8	-3	4	-3	1	·
E coli WT exp	6	5	3	5	-17	-5
S1P2 antag	9	-14	-46	6	-2	·
DAT uptake mod	0.76	-0.087	0.53	0.69	-0.15	-0.053
HUVEC inhibit	94	89	87	·	95	92
Fibroblast inh	100	95	87	·	94	96
PostGolgi yeast	7	-10	2	-1	-5	5

61	COc1ccccc1NC(=S)NC(=O)c1ccc(-c2ccc(Cl)cc2)o1
62	COc1ccccc1NC(=O)CSc1nc2ccccc2cc1Cc1ccccc1
63	CCn1cc(C(=O)N2CCOCC2)c(=O)c2cc(S(=O)(=O)N(C)C)ccc21
64	O=C(CSc1nc(-c2ccco2)cc(C(F)(F)F)n1)Nc1ccc2c(c1)CCC2
65	O=C(Nc1cccnc1)c1cc(F)cc(F)c1
66	COc1cc(OC)cc(C(=O)NCc2nc(-c3ccccc3)no2)c1
67	O=C(NCc1ccccn1)C1CCN(S(=O)(=O)c2ccccc2)CC1
Compound	61	62	63	64	65	66	67
H69AR growth 86K	·	·	96	21*	79	95	94
PostGolgi ctrl	8	8	13	2	-2	-1	13
S1P2 ag	-4	-2	-3	-6	-2	-2	-3
E coli WT exp	-5	-20	0	-7	5	1	-3
S1P2 antag	7	10	3	-9	-4	15	0
DAT uptake mod	0.072	-0.22	-0.9	0.77	0.093	-0.023	-0.26
HUVEC inhibit	·	·	87	58	97	88	88
Fibroblast inh	·	·	95	60	99	99	97
PostGolgi yeast	9	0	1	16	1	6	-7
